Anthrax LF inh2 = Bacillus anthracis LF protease inhibitors, primary screen, biochemical, multiplex microsphere, MLPCN library; Lethal factor (Bacillus anthracis), P15917; multiplex microsphere protease cleavage assay; inhibition, % at 10 µM; 360,000 compounds, 0.12% hits; AID 588501, 2011; also: plate controls were buffer without enzyme for full effect and enzyme alone for no effect
Target sequence (P15917 whole entry, looked up): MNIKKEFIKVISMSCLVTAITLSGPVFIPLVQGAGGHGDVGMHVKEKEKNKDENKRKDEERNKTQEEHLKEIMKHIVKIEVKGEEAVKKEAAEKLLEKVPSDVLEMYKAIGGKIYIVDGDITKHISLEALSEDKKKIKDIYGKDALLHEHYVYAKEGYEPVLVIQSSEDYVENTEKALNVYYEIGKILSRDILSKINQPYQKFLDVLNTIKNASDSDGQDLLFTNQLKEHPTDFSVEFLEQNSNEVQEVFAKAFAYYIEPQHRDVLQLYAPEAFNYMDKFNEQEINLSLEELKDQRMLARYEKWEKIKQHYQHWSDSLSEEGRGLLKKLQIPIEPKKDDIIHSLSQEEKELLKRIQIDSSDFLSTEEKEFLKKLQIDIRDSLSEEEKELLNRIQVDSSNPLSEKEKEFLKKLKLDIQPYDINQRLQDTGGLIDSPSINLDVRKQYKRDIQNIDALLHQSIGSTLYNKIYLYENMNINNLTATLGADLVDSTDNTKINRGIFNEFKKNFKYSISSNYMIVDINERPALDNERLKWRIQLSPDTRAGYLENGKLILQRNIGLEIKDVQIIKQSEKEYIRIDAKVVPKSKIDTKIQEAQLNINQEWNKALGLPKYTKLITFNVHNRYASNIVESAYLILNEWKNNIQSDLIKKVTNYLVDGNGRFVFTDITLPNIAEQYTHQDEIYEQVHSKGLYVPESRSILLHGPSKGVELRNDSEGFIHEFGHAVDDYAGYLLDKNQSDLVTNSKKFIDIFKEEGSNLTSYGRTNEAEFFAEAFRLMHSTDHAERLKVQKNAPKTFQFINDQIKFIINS
BoNT F protease = BoNT/F light chain protease inhibitors, primary screen, biochemical, flow cytometry, MLPCN library. Botulinum neurotoxin type F light chain protease (Clostridium botulinum). Multiplex microsphere protease cleavage assay. inhibition, % at 10 µM. 360,000 compounds, 0.22% hits; in the data active = inhibition above about 35%, passing the limit was not always enough; inconclusive = no clear call, values can overlap the other calls; also: plate controls were buffer without enzyme for full effect and enzyme alone for no effect
FadD28 FP inh = inhibitors of FadD28 bisubstrate probe binding, primary screen, biochemical, fluorescence polarization, single point; inhibition, % at 12.5 µM; Mycobacterium tuberculosis FadD28 fatty-acid-AMP ligase; AID 588549, 2011; 360,000 compounds, 0.22% hits; in the data active = inhibition above about 8.5%, passing the limit was not always enough; inconclusive = no clear call, values can overlap the other calls
PfHsp40 rescue = rescue of yeast from PfHsp40 toxicity, primary screen, S. cerevisiae, ATP luminescence | S. cerevisiae expressing PfHsp40, growth rescue | growth rescue, % at 12.5 µM | 340,000 compounds, 0.68% hits; in the data active = growth rescue above about 28%, passing the limit was not always enough; inconclusive = no clear call, values can overlap the other calls;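 also: yeast W303a lacking pdr1 and pdr3 grown in galactose medium; growth measured after three days at 30 °C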
TcdB GH inh = TcdB glycohydrolase inhibitors, primary screen, biochemical, single point, plate reader; Toxin B (Clostridioides difficile), P18177; TcdB glycohydrolase enzymatic assay; inhibition, % at 9.99 µM; 350,000 compounds, 0.24% hits; in the data active = inhibition above about 10%
PrPC TRFRET = inhibitors of human cell surface prion protein PrPC, primary screen, cell-based, TR-FRET; TR-FRET read-out; inhibition, % at 13.8 µM; 370,000 compounds, 0.43% hits; AID 720596, 2013; in the data active = inhibition above about 24%; also: 0% = median of the test wells and 100% = reference compound wells
CCHFV vOTU inh = CCHFV vOTU protease inhibitors, primary screen, biochemical, Pep-AMC substrate, fluorescence; AID 651958, 2012; 370,000 compounds, 0.55% hits; Crimean-Congo hemorrhagic fever virus L polyprotein viral ovarian tumor (vOTU) protease …; inhibition, % at 11.5 µM; in the data active = inhibition above about 30%; also: 0% = vehicle wells with enzyme and 100% = no enzyme wells
BoNT A protease = BoNT/A light chain protease inhibitors, primary screen, biochemical, flow cytometry, MLPCN library | inhibition, % at 10 µM | 360,000 compounds, 0.17% hits | AID 588499, 2011 | multiplex microsphere protease substrate cleavage | Botulinum neurotoxin type A light chain protease (Clostridium botulinum A str. ATCC 3502); also: plate controls were buffer without enzyme for full effect and enzyme alone for no effect
Yp Topo-I inh = Yersinia pestis topoisomerase I inhibitors, primary screen, biochemical, cleavage product accumulation, plate reader, single point; DNA topoisomerase I (Yersinia pestis CO92); Y. pestis Topo-I cleavage product accumulation; activity, % at 10 µM; 360,000 compounds, 0.064% hits; AID 504884, 2011; in the data active = activity above about 50%, passing the limit was not always enough; inconclusive = no clear call, values can overlap the other calls; also: inactives centre near 2
An asterisk follows results filed as active; u = inconclusive; x = no result given. Rule as the data show it, unless noted: active = inhibition above about 30%; inconclusive = no clear call, values can overlap the other calls; inactive = below that. Rows were taken by chance; about 2.3% have a hit in one of these screens.

Values in the order – Anthrax LF inh2	BoNT F protease	FadD28 FP inh	PfHsp40 rescue	TcdB GH inh	PrPC TRFRET	CCHFV vOTU inh	BoNT A protease	Yp Topo-I inh
> C=CCNC(=O)c1ccccc1NC(=O)c1ccccc1C
    3	-3	-2.4	0.3	x	5	-11	0.2	3
> O=C(CCNC(=O)c1ccccc1Cl)Nc1ccc(S(=O)(=O)Nc2nccs2)cc1
    -2	-10	1.1	0.1	1.2	-5	7	-0.1	2
> Cc1ccccc1Oc1ccc2c(c1)[C@@H]1C[C@H](N(C)C(=O)Nc3cc(Cl)cc(Cl)c3)[C@H]([C@H](C)O)C(=O)N1CC2
    0	-9	-2.7	-0.2	-0.2	2	6	-0.3	29
> CN(C)C1CN(Cc2cn(Cc3ccc(F)cc3)nn2)S(=O)(=O)C1 (stereo not given)
    -6	-2	x	x	0.9	0	-8	0.2	x
> CC(C)CCN1C(=O)c2ccc(C(=O)OCC(=O)N(C)C3CCS(=O)(=O)C3)cc2C1=O (stereo not given)
    -2	11	-0.2	1.3	3.1	-1	3	0.3	5
> NC(=O)c1c(NC(=O)C2CC=CCC2C(=O)O)sc2c1CCCCC2 (stereo not given)
    0	2	-0.2	-0.5	0.4	-6	3	-0.2	5
> CCOC(=O)N1CCN(C(=O)c2cc3c(=O)n4cccc(C)c4nc3s2)CC1
    0	20	-0.8	-0.3	0.1	-2	-13	1.4	5
> CN(c1cc2c(c3c1ccn3C)C1CCC2C1)C1CCCCC1 (stereo not given)
    0	-2	-1.7	x	-6.5	6	17	-0.2	x
> Cc1ccc(N2CCN(C(=O)N3CCOCC3)CC2)c(C)c1
    2	4	-0.5	-0.7	1.1	5	-19	-0.3	-5
> Cc1ccc(C(O)Cn2nc(C)cc2C)cc1 (stereo not given)
    -3	7	-1.1	-0.5	1.1	5	-3	0.4	-3
> COc1ccc(S(=O)(=O)Nc2cc3c4c(c2)C(C)C(=O)N4CCC3)cc1OC (stereo not given)
    -1	2	0.4	-0.4	x	x	x	-7.0	-1
> COc1ccccc1-c1nc(C(N)=O)c2[nH]c(=O)n(-c3cccc(C)c3)c2n1
    1	3	0.0	1.3	x	-1	3	0.2	37
> CC1=C(C(=O)N(C)C)CC(CC(=O)NC(c2ccccc2)c2ccccc2)C(=O)N1CCC1=CCCCC1 (stereo not given)
    -6	-11	-0.4	x	2.1	-7	5	-0.5	26
> O=C1NC(Cc2ccc(O)cc2)c2nc3cc(F)c(F)cc3c(=O)n2-c2cc3ccccc3cc21 (stereo not given)
    -9	-2	-2.3	x	0.9	1	30*	-0.2	8
> COc1ccc(-c2csc(NC(=S)NC(=O)c3cccs3)n2)cc1Br
    x	x	0.0	x	2.6	7	-8	x	5
> COc1ccccc1OCc1ccc(C(=O)Nc2ccncc2)o1
    1	1	-5.6	0.5	x	21	-4	0.2	-3
> CN(CC(=O)Nc1ccccc1C(F)(F)F)C(=O)COc1ncnc2sccc12
    0	-1	-3.1	0.1	0.6	0	-1	1.0	-3
> CCOC(=O)c1cc2ccc3ccccc3c2s1
    -4	-23	-0.7	0.8	x	-4	13	0.6	-7
> COc1ccc(S(=O)(=O)N2CCCCC2)cc1NC(=O)CCC(=O)N1CCC(c2ccccc2)=N1
    3	-1	-1.5	0.0	1.1	2	-3	-0.1	5
> COCCCNC(=S)NNC(=O)Cn1nc(C)c(Br)c1C
    -3	-12	-1.6	-0.5	0.3	-3	-9	-0.2	1
> CCOc1ccc(N2CC(C(=O)Nc3cccc(S(=O)(=O)N4CCOCC4)c3)CC2=O)cc1 (stereo not given)
    -6	-2	0.6	x	0.4	4	-12	-0.5	22
> Cc1cccc(OCCCCCn2ccnc2)c1
    -3	4	0.9	-1.0	x	0	-6	0.8	10
> Cc1ccc(C(=O)C2=C(O)C(=O)N(Cc3cccnc3)C2c2ccc(Br)cc2)o1 (stereo not given)
    -3	2	-0.5	-0.7	0.4	0	0	2.0	3
> O=C(c1[nH]c(C(F)(F)F)nc1-c1ccccc1)N1CCN(C/C=C/c2ccccc2)CC1
    -2	-5	-0.7	x	-1.6	-5	-4	-0.1	x
> O=C(COC(=O)c1ccc(-c2ccc([N+](=O)[O-])cc2)o1)NC(=O)NC12CC3CC(CC(C3)C1)C2
    2	-6	1.1	0.6	0.2	-7	0	5.3	1
> CC(=O)c1cccc(NC(=O)C(C)OC(=O)C2=NNC(=O)CC2)c1 (stereo not given)
    -4	-4	-0.6	-0.9	2.0	9	12	-2.9	-11
> OCCC1CN(Cc2nc3ccccc3s2)CCN1CCc1ccccc1 (stereo not given)
    -9	3	-0.9	-0.4	1.4	-10	11	0.7	2
> Cc1cc(S(=O)(=O)NC[C@H]2O[C@@H](n3ccc(N)nc3=O)[C@H](O)[C@@H]2O)c(C)s1
    7	-8	-3.4	x	-1.4	-3	-4	-0.1	-7
> Cc1ccc(S(=O)(=O)CC(C)N2CCN(C3CCCCC3)CC2)cc1 (stereo not given)
    -15	2	0.8	0.8	x	-6	-6	0.5	0
> COc1cccc(C2C(C#N)=C(N)Oc3cc(C)n(Cc4ccccn4)c(=O)c32)c1OC (stereo not given)
    -2	4	0.1	1.0	x	-8	4	-0.2	4
> Cc1sc2nc(CSC(C)C(=O)N(C)CC(=O)Nc3ccccc3C(F)(F)F)[nH]c(=O)c2c1C (stereo not given)
    1	5	-3.7	-1.8	-1.3	4	14	-2.0	6
> CCOC(=O)c1c(-c2ccccc2)oc2ccc(OC)cc12
    -1	8	-0.2	-1.3	x	-1	-1	0.2	36
> CC1CCCC(NC(=O)COC(=O)CN2C(=O)C3CCCCC3C2=O)C1C (stereo not given)
    -1	1	0.0	-0.3	1.9	-6	5	0.0	-3
> CC1CN(CC(O)COC(c2ccc(Cl)cc2)c2ccc(Cl)cc2)CC(C)O1 (stereo not given)
    -3	0	-2.4	-0.3	x	1	27	-0.7	8
> N=C(c1cccc([N+](=O)[O-])c1)N1CCCCC1
    -5	-6	-0.1	-1.7	-0.2	-6	10	-1.0	-12
> CCOc1ccc(NC(=O)c2ccc(-n3cccn3)nc2)cc1
    5	-2	0.0	-0.7	-0.1	2	-2	0.6	2
> COc1ccc(N(CC(=O)N/N=C(\C)c2ccc(C)cc2)S(=O)(=O)c2ccccc2)cc1
    -2	27	-2.2	-0.4	1.2	12	-4	-2.0	1
> CCOc1ccc(S(=O)(=O)N(CC)CC(=O)N2CCCC2)cc1C
    2	-18	-0.6	-1.1	0.7	0	-10	-0.3	-4
> CN(C)/C=C(/C#N)C(=O)c1cccc(Oc2ccc(C(C)(C)C)cc2)c1
    -4	-19	-1.1	1.8	x	3	26	-1.2	1
> COc1cccc(CN2CCC(Oc3ccc(C(=O)N4CCCCC4)cc3)CC2)c1O
    1	0	-2.1	-0.6	-0.8	-6	8	-1.0	21

Quoted at random: 2 compounds from above, in no set order.
Values in the order – Anthrax LF inh2	BoNT F protease	FadD28 FP inh	PfHsp40 rescue	TcdB GH inh	PrPC TRFRET	CCHFV vOTU inh	BoNT A protease	Yp Topo-I inh
> COc1cccc(CN2CCC(Oc3ccc(C(=O)N4CCCCC4)cc3)CC2)c1O
    1	0	-2.1	-0.6	-0.8	-6	8	-1.0	21
> CC1CCCC(NC(=O)COC(=O)CN2C(=O)C3CCCCC3C2=O)C1C (stereo not given)
    -1	1	0.0	-0.3	1.9	-6	5	0.0	-3

Next section.
Values in the order – Anthrax LF inh2	BoNT F protease	FadD28 FP inh	PfHsp40 rescue	TcdB GH inh	PrPC TRFRET	CCHFV vOTU inh	BoNT A protease	Yp Topo-I inh
> N#CC1=C(N)Oc2cc(O)ccc2C1C1CCCCC1 (stereo not given)
    -1	4	-0.3	-0.1	x	1	0	-0.6	-7
> Cc1cc(=O)n2[nH]c(-c3ccc(Cl)cc3)cc2n1
    4	-5	-3.3	0.9	x	6	13	0.3	-2
> CC[C@H](C)[C@@H](CNC)NC[C@@H](Cc1ccc(O)cc1)NCC(C)(C)C
    0	-6	-0.5	1.2	1.9	-3	3	-1.0	-12
> COC(=O)C1=C(C)N(c2ccc(F)cc2)/C(=C/c2ccc(O)cc2)C1=O
    -4	4	-3.1	-1.5	0.9	0	-11	-0.4	0
> Cc1ccc(C)c(NC(=O)C2CCN(S(=O)(=O)c3ccc4c(c3)NC(=O)CO4)CC2)c1
    -4	0	-2.1	1.1	1.8	-4	-5	-0.8	0
> CC(C)C[C@@H](CNCC(=O)[C@H](CC(C)C)NC(=O)c1[nH]cnc1C(=O)N[C@@H](C)CN)NC(=O)c1nc[nH]c1C(=O)N[C@@H](C)C(=O)O
    2	4	-3.2	-0.9	0.1	-11	0	0.2	-5
> C/C(=N\NC(=O)CNC(=O)c1cccc(F)c1)c1ccc2ccccc2c1
    -3	-1	x	0.1	0.7	-5	13	0.9	22
> O=c1cc(C(F)(F)F)nc(-c2cccnc2)[nH]1
    -2	1	-1.2	0.8	0.7	0	-18	-0.4	2
> COC(=O)c1cc(NC(=S)N2CCN(c3ccccn3)CC2)cc(C(=O)OC)c1
    -2	4	-3.1	2.7	1.3	-7	6	-0.2	5
> Cc1nn(C)c(C)c1CN(C)C(=O)c1cnn2c1NC(c1ccccc1)CC2C(F)(F)F (stereo not given)
    -5	-5	-5.0	-0.2	x	1	6	-0.2	-5
> CC(=O)Oc1ccc(C(=O)Nc2ccccc2C(=O)NCC(C)C)cc1
    -2	-3	-1.3	1.1	x	-2	-4	0.3	5
> CN(c1ccccc1)S(=O)(=O)c1ccc(C(=O)N2CCCC2)cc1
    -4	-2	-2.2	0.5	-5.1	8	7	-1.5	0
> c1ccc(C(c2ccccc2)N2CCN(Cc3nnnn3C3CCCC3)CC2)cc1
    0	-11	-1.1	-2.0	x	2	9	0.4	2
> CN(C(=O)Nc1ccccc1)C1CCCc2ccccc21 (stereo not given)
    0	13	-0.7	1.0	0.4	8	3	-0.7	8
> Fc1cccc(Cc2c(-c3cccc(Cl)c3)nc3ccc(Br)cn23)c1
    6	12	-8.0	x	-0.3	7	21	9.7	x
> CNC(=O)CSc1nc2nn(-c3ccccc3)c(=O)c-2c2n1CCCCC2
    -1	-2	-0.2	-0.8	2.1	x	x	-3.2	0
> O=c1[nH]c(N2CCCCC2)nc2c1CCCC2
    -3	-5	-1.6	-1.8	x	-1	-9	-1.2	-1
> Cc1cccc(N2CCN(C(=O)NCc3ccc(F)cc3)CC2)c1C
    0	-3	x	-0.7	-0.5	6	5	-2.0	22
> CSCC[C@@H](C(=O)NCCCCCCCCCCC(=O)N1CCN(C(=O)OC(C)(C)C)CC1)n1cc(CCO)nn1
    0	3	0.6	3.3	0.8	11	11	0.2	18
> COc1ccccc1-c1ccc([C@@H]2C[C@H]3[C@H](CON3C)CN2C(=O)c2ccc(-c3ccccc3)cc2)cc1
    -12	-2	-0.7	x	0.7	0	2	-0.5	u
> Cc1ccc2nc(-c3ccc(C#N)cc3)c(Cc3ccccc3C(F)(F)F)n2c1
    3	1	-4.2	x	1.5	0	0	1.1	x
> COc1ccc(/C=C(\C#N)C(=O)OCCNC(=O)c2ccncc2)cc1
    2	-7	-2.5	0.5	0.1	0	-7	0.0	-5
> CCOC(=O)C1(CCOc2ccccc2)CCN(C(C)CSC)CC1 (stereo not given)
    12	2	-2.9	-0.7	-1.5	3	-1	-5.3	15
> CN(C(=O)COc1ccccc1)c1nnc(-c2ccncc2)s1
    -1	-2	-0.5	-0.1	x	-2	-10	-0.9	-1
> O=C(c1ccco1)N1CCN(c2c([N+](=O)[O-])nn(-c3cccc(Cl)c3)[n+]2[O-])CC1
    -2	-6	-2.3	0.7	-0.9	-5	7	-0.2	2
> Cc1cc(C)n2nc(C(=O)OCC(=O)NCc3ccc(Cl)cc3)nc2n1
    1	-3	-1.9	0.5	0.8	2	-7	0.2	-6

Screening results from PubChem.
